Vif imaging: blocks HIV Vif function | inhibition, % at 7.49 µM | AID 602346 | 340,000 tested, 0.35% active | HEK293T cells, Vif self-association by quenched fluorescence, imaging, 24 h; in the data active = inhibition above about 50%, passing the limit was not always enough; also: some results filed as inactive read as strong as hits
MC4R antagonist: antagonists of human melanocortin 4 receptor (MC4R); P32245; MC4R-expressing cells, MTII-stimulated cAMP, LANCE TR-FRET; inhibition, % at 6.5 µM; 360,000 tested, 0.48% active;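 active = inhibition above its plate's cutoff, the mean of tested wells on that plate plus 3 SD, cut at about 29% in these data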;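 also: 0% = Melanotan II alone and 100% = Melanotan II plus saturating MCL0020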
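System: U2OS-MC4R stable cell line; Technique: Eu-cAMP/anti-cAMP TR-FRET, emission 671 nm; Repeats: single well per compound; Also added: Melanotan II; Dosing: one concentration, 6.5 µM nominal; Schedule: 30-min compound, 1-h challenge, 1-h detection, room temperature.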
ABHD5-PLIN5 inh: ABHD5-PLIN5 protein interaction inhibition | AID 602281 | inhibition, % at 4 µM | Split G. princeps luciferase complementation, luminescence, 4 h | Q00G26+Q8WTS1 | 360,000 tested, 0.78% active;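 active = inhibition above the mean inhibition across every tested compound plus 3 SD, cut at about 22% in these data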;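 also: 0% = DMSO only wells and the 100% control is not disclosed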
aDG glyco up: alpha-DG glycosylation activation; activation, % at 10 µM; AID 624168; Pro5-aDG cells, alpha-DG glycosylation AlphaScreen (IIH6); 0% Pro5, 100% B10-LARGE cell signal; 360,000 tested, 0.22% active;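 active = activation of at least 8% versus controls, or a plate z-score of at least 8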;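 also: Pro5 are CHO cells carrying HIG-tagged alpha-DG that lacks glycosylation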
MC4R barr agon: human MC4R agonism via beta-arrestin | 360,000 tested, 0.98% active | U2OS MC4R beta-arrestin complementation, luminescence; percent of melanotan II response, DMSO zero | P32245 | activation, % at 8.9 µM | AID 540308;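 active = activation above a per-plate cutoff, the mean activation of sample wells on that plate plus 3 SD, cut at about 8% in these data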
NOD2-RIPK2 inh: inhibitors of human NOD2-RIPK2 interaction | O43353 | CHO BLA complementation NOD2-RIPK2, CCF4 ratio | inhibition, % at 4.98 µM | 360,000 tested, 0.38% active | AID 624267; in the data active = inhibition above about 21%;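 also: 0% = vehicle only and 100% = reference blocker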
Granule exo inh: lytic granule exocytosis inhibition | TALL-104 LAMP-1 surface exposure, flow cytometry; cells stimulated with thapsigargin and PMA | inhibition, % at 10 µM | 360,000 tested, 0.66% active | AID 651702;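 active = inhibition above about 55%, limit read from the data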
ABCB6 inh MLPCN: blocks the human ABCB6 transporter; Q9NP58; K562-ABCB6 porphyrin accumulation, flow cytometry, 1 h; stronger effect = lower value; fluorescence ratio to DMSO, % at 10 µM; 360,000 tested, 0.19% active; AID 602162;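 active = fluorescence ratio to DMSO below 75%, the collection mean minus 3 SD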;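 also: signal is porphyrin accumulated inside mitochondria; 100% equals median channel fluorescence of DMSO control wells; lower ratio means ABCB6 inhibition with less porphyrin fluorescence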
Target sequence (Q9NP58 whole entry, looked up): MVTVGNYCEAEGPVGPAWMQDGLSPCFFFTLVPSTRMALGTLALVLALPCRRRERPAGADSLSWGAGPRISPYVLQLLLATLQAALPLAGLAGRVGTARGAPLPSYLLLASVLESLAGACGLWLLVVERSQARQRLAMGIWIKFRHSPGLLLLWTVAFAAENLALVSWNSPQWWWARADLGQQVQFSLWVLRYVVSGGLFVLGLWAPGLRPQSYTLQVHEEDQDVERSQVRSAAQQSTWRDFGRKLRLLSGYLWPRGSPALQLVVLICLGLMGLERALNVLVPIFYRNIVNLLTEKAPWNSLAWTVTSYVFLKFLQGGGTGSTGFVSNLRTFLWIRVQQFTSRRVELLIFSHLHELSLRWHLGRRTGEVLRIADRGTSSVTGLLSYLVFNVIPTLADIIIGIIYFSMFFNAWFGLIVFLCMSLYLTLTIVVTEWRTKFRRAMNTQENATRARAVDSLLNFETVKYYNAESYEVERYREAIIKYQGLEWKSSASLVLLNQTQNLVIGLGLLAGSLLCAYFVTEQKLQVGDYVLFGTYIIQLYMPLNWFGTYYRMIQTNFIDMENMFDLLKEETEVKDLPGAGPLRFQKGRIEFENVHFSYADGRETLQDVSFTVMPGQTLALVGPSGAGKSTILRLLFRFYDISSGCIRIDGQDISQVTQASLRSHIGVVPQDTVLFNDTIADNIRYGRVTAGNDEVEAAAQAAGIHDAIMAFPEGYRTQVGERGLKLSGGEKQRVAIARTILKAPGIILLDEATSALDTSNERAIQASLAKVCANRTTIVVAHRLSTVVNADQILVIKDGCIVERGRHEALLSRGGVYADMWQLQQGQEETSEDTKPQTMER
Glyco luc inh: blocks N-linked glycosylation in D54 reporter cells. D54 ERlucT glycosylation luciferase reporter, 24 h; percent of 100 nM tunicamycin response. reporter increase, % at 12.5 µM. 360,000 tested, 0.23% active;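 active = mean luciferase reporter signal, scaled so untreated is 0 and the glycosylation-blocking control 100, at or above a set limit in every replicate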;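 also: luciferase carries N-glycosylation sites so blocking glycosylation raises the light; 0% = median of neutral control wells and 100% = median of 100 nM tunicamycin wells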
TLR9-MyD88 block: TLR9-MyD88 interaction inhibition. Q9NR96+Q99836. CHO BLA complementation TLR9-MyD88, CCF4 FRET ratio. AID 504734. 340,000 tested, 0.21% active. inhibition, % at 4.98 µM;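 active = inhibition above the mean over all tested compounds plus 3 SD, cut at about 21% in these data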;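 also: 0% = DMSO only wells and 100% = clavulanate BLA inhibitor control wells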
Active calls of the source: *; x = no result given.

1	COc1ccc(NC(=O)c2cc3cc(C)ccc3n2C)c(OC)c1
2	CCOc1ccc(-n2c(SCC(N)=O)nc3sc4c(c3c2=O)CCN(C)C4)cc1
3	CC(C)C(C)NC(=O)COC(=O)C1CCN(S(=O)(=O)c2ccc3c(c2)OCCO3)CC1 (configuration not stated)
4	CCOC(=O)c1ccc(NC(=O)C(=O)NCc2ccncc2)cc1
5	Fc1ccc(C(c2nnnn2Cc2ccccc2)N2CCSCC2)cc1 (configuration not stated)
6	CC#CC(=O)N1CCCC(C(=O)c2ccc(SC)cc2)C1 (configuration not stated)
7	COc1ccc(S(=O)(=O)Nc2ccccc2C(=O)N2CCCCC2)cc1C
8	Cc1ccc(NC(=O)CCNS(=O)(=O)c2ccc(OC(F)(F)F)cc2)c(O)c1
9	Cc1ccc(N/C=C(\C#N)c2ccc(OCCCF)cc2)cc1
10	O=C(OCc1ccccc1)N1CCC2CC1c1cc(N3CCN(S(=O)(=O)c4cccc5ccccc45)CC3)ccc12 (configuration not stated)

screen / no.	1	2	3	4	5	6	7	8	9	10
Vif imaging	-6	-1	-6	-4	3	-2	-12	-18	-7	1
MC4R antagonist	0	1	10	-3	3	0	0	-1	3	x
ABHD5-PLIN5 inh	-5	11	-6	7	0	12	-9	-1	-2	-5
aDG glyco up	0.0	-0.2	0.1	0.1	0.2	0.1	0.1	-0.1	-0.3	-0.4
MC4R barr agon	-1.4	0.0	-2.1	-0.7	0.1	2.0	-2.9	-1.9	0.7	x
NOD2-RIPK2 inh	-6	2	1	4	7	-3	-2	-9	-8	-13
Granule exo inh	-24	12	-2	-2	-11	-5	2	0	0	-2
ABCB6 inh MLPCN	98	96	99	106	91	134	102	96	88	103
Glyco luc inh	2	-1	1	0	-4	-3	-2	0	2	-1
TLR9-MyD88 block	-7	-4	2	0	6	10	-21	13	-2	x

11	COc1ccccc1Nc1c2c(nc3ccccc13)CCC2
12	Cc1c(OC(C)C(=O)NCC(O)c2ccccc2)ccc2c3c(c(=O)oc12)CCC3 (configuration not stated)
13	CSCC[C@H](NC(=O)COc1cc2c(c3oc(=O)c(C)c(C)c13)CCC(C)(C)O2)C(=O)O
14	CCCC(=O)N(Cc1cc2ccccc2[nH]c1=O)c1ccccc1OC
15	CN(C(=O)CSc1nnc(-c2ccc(F)cc2)c2ccccc12)C1CCS(=O)(=O)C1 (configuration not stated)
16	CCN(CCO)C(=O)CC1C(=O)NCCN1Cc1c(F)cccc1Cl (configuration not stated)
17	CC(=O)N1CCN(CC(=O)Nc2sccc2C#N)CC1
18	COC(=O)c1cc(=O)nc(NN=C2c3ccccc3-c3ccccc32)s1
19	Cc1cccc(C(=O)Nc2nnc(-c3ccco3)o2)c1
20	COc1cccc(C(O)CC(N)=O)c1 (configuration not stated)

screen / no.	11	12	13	14	15	16	17	18	19	20
Vif imaging	1	-2	3	16	3	6	-6	x	-3	6
MC4R antagonist	8	7	-3	0	-5	-4	-1	x	12	2
ABHD5-PLIN5 inh	2	-2	3	-2	11	6	0	1	1	0
aDG glyco up	0.1	-0.2	0.1	0.1	0.9	1.1	0.0	-0.4	0.0	-0.1
MC4R barr agon	0.4	-2.5	-3.0	1.0	2.1	0.0	-3.1	x	-0.1	0.2
NOD2-RIPK2 inh	-6	-1	0	-9	-9	-15	-3	-6	-2	4
Granule exo inh	32	-2	-2	2	-3	-1	-2	-5	-5	1
ABCB6 inh MLPCN	94	101	95	98	99	95	101	99	99	103
Glyco luc inh	7	3	1	1	0	2	2	1	2	0
TLR9-MyD88 block	6	-9	3	-1	3	-2	-6	x	-6	-9

21	COC(=O)c1ccc(S(=O)(=O)NCc2ccccn2)n1C
22	CC(C)(C)[C@H]1C=C(C(=O)NC2CC2)O[C@@H](OCCCCO)C1
23	O=C(Cc1c(F)cccc1Cl)Nc1ccc(S(=O)(=O)N2CCOCC2)cc1
24	O=c1c2c(-c3cccs3)csc2ncn1/N=C/c1ccc(OC(F)F)cc1
25	N#CC1(NC(=O)COC(=O)c2ccc(-c3ccc(O)cc3)cc2)CCCCC1
26	CCCN(CCC)CCCNC(=S)Nc1ccc2nc(N3CCN(CC)CC3)cc(C)c2c1
27	C/C(=N\NC(=O)c1nnn(-c2nonc2N)c1-c1cccs1)c1ccc(O)cc1
28	CN(C(=O)c1ccc(NC(=O)Cc2ccc(NC(=O)C3CCN(C(=O)CCc4ccccc4)CC3)cc2)cc1)C1CCCC1
29	CC1(C)COC(c2coc3ccccc3c2=O)OC1
30	CCOC(=O)C1(C)CCN1C(=O)c1ccccc1OC (configuration not stated)

screen / no.	21	22	23	24	25	26	27	28	29	30
Vif imaging	2	-3	-7	-1	24	1	-24	-5	-24	7
MC4R antagonist	13	3	7	-1	3	5	18	7	5	1
ABHD5-PLIN5 inh	1	1	-8	3	4	2	-9	2	6	4
aDG glyco up	0.1	-0.2	-0.2	0.2	-0.3	0.8	0.4	-0.1	0.0	-0.4
MC4R barr agon	2.8	-0.1	-2.3	-2.2	-0.6	0.3	-5.1	-1.4	-0.3	-2.3
NOD2-RIPK2 inh	1	-3	-7	-5	-10	7	1	-10	-9	2
Granule exo inh	-5	-3	3	0	1	-2	9	2	3	-1
ABCB6 inh MLPCN	104	103	100	95	98	99	97	104	103	93
Glyco luc inh	-1	2	-2	3	2	-2	2	-2	1	1
TLR9-MyD88 block	5	-11	3	0	-10	5	10	-2	-4	x

31	CC(C)NC(=O)c1cccc2c(-c3ccc(F)c(F)c3)coc12
32	COc1ccc(C(=O)Nc2nnc(S(=O)(=O)N3CCCCCC3)s2)cc1OC
33	Cc1[nH]n(-c2nc(-c3cccc([N+](=O)[O-])c3)cs2)c(=O)c1C
34	c1cncc(N=c2scc(-c3cccc4ccccc34)n2CCCn2ccnc2)c1
35	CS(=O)(=O)Nc1ccc(C(=O)NCc2ccccn2)cc1
36	CCN(CC)c1ccc(NC(=O)CSc2nc3ccccc3c(=O)n2-c2cc(S(=O)(=O)N(C)C)ccc2C)cc1
37	COc1ccc(NC(=S)N2CCN(Cc3ccccc3)CC2)cc1
38	CCN1CCCC1CNC(=O)C1c2ccccc2C(=O)N(CCOC)C1c1ccc(F)cc1 (configuration not stated)
39	COC(=O)CCCC[C@@H]1O[C@H](CCc2ccccc2)CC2=C1C(=O)OC(C)(C)O2
40	O=C(N/N=C/c1ccc(OC(=O)c2ccccc2)cc1)c1cccc(O)c1

screen / no.	31	32	33	34	35	36	37	38	39	40
Vif imaging	-9	x	-4	-11	9	-3	-6	11	x	-1
MC4R antagonist	4	6	5	1	8	-2	11	8	x	-13
ABHD5-PLIN5 inh	-2	8	1	5	4	10	-3	2	4	2
aDG glyco up	1.0	0.2	0.2	0.2	0.0	-1.0	0.4	0.0	-0.1	0.0
MC4R barr agon	0.4	0.0	-3.2	-0.3	-2.2	-2.8	0.4	3.0	x	-1.4
NOD2-RIPK2 inh	10	-7	-4	10	2	-6	-65	-2	-8	-4
Granule exo inh	-5	-4	2	3	-2	3	2	-1	-4	-2
ABCB6 inh MLPCN	98	103	91	91	94	99	95	99	95	103
Glyco luc inh	-3	0	3	0	4	-4	0	2	x	3
TLR9-MyD88 block	x	9	-2	-2	-9	-3	-2	-1	x	-6

Ordered by molecular weight (lowest first): 4 of the compounds above
31	CC(C)NC(=O)c1cccc2c(-c3ccc(F)c(F)c3)coc12
37	COc1ccc(NC(=S)N2CCN(Cc3ccccc3)CC2)cc1
39	COC(=O)CCCC[C@@H]1O[C@H](CCc2ccccc2)CC2=C1C(=O)OC(C)(C)O2
32	COc1ccc(C(=O)Nc2nnc(S(=O)(=O)N3CCCCCC3)s2)cc1OC

screen / no.	31	37	39	32
Vif imaging	-9	-6	x	x
MC4R antagonist	4	11	x	6
ABHD5-PLIN5 inh	-2	-3	4	8
aDG glyco up	1.0	0.4	-0.1	0.2
MC4R barr agon	0.4	0.4	x	0.0
NOD2-RIPK2 inh	10	-65	-8	-7
Granule exo inh	-5	2	-4	-4
ABCB6 inh MLPCN	98	95	95	103
Glyco luc inh	-3	0	x	0
TLR9-MyD88 block	x	-2	x	9

Other records.
41	Cn1c(=O)oc2cc(S(=O)(=O)NC(Cc3ccccc3)C(=O)N3CCCCC3)ccc21 (configuration not stated)
42	COc1ccc(S(=O)(=O)N2CCCCC2)cc1NC(=O)CSc1nnc(C2CC2)n1C
43	CC(C)CC(=O)NC(=S)Nc1ccc(N2CCOCC2)cc1
44	COc1cccc(/C=C/c2onc(C)c2S(=O)(=O)N2CCC(C(=O)NC3CCCCCC3)CC2)c1
45	CCC1(c2ccccc2)NC(=O)N(CC(=O)Nc2ccc(S(=O)(=O)NC3=NCCCCC3)cc2)C1=O (configuration not stated)
46	Cn1c(N2CCOCC2)c(/C=N/OC(=O)c2cccnc2Cl)c2ccccc21
47	O=C(COC(=O)C1CCCCC1)NCc1ccc(Cl)cc1
48	Cc1cccc(NC(=O)CN2CCC(C(=O)c3ccc4c(c3)OCCO4)CC2)c1

screen / no.	41	42	43	44	45	46	47	48
Vif imaging	5	16	0	2	x	7	0	-4
MC4R antagonist	14	-2	3	8	-4	-7	3	0
ABHD5-PLIN5 inh	-5	-4	1	-9	-3	-4	4	-2
aDG glyco up	0.1	-0.2	0.0	-0.3	0.3	0.5	0.1	0.6
MC4R barr agon	0.8	-1.3	-0.2	-1.6	-2.9	-2.3	-0.5	-1.7
NOD2-RIPK2 inh	6	-1	-8	-6	-4	1	-7	15
Granule exo inh	0	3	-10	-8	-2	2	1	25
ABCB6 inh MLPCN	94	99	125	98	97	98	95	79
Glyco luc inh	0	-2	2	-2	3	2	2	-4
TLR9-MyD88 block	-9	0	-4	-15	4	3	-3	5

An excerpt (hit frequency here may not be typical).
